UGM FP inh: Mtb UDP-galactopyranose mutase inhibition; 0.06% of 320,000 active; AID 504406; purified UGM, fluorescence polarization probe displacement; inhibition, % at 10 µM; in the data active means inhibition above about 10%, passing the limit was not always enough; inconclusive means no clear call, values can overlap the other calls
Target sequence (P9WIQ1 whole entry, looked up): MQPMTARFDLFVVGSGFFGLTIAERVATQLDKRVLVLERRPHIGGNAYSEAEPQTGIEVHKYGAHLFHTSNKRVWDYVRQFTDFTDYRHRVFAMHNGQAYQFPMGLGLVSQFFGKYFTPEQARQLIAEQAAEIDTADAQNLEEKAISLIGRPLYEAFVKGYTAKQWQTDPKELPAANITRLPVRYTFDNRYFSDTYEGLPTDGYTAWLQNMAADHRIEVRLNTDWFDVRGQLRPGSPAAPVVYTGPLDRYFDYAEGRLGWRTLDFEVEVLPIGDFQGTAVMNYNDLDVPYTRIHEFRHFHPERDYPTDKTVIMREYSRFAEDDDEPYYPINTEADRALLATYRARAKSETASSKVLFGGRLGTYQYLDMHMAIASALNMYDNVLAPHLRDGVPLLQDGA
PrPC TRFRET: inhibitors of human cell surface prion protein PrPC; P04156; inhibition, % at 13.8 µM; 0.43% of 370,000 active; AID 720596; TR-FRET read-out; in the data active means inhibition above about 24%; further: 0% = median of the test wells and 100% = reference compound wells
FBA Mtb inh: inhibitors of M. tuberculosis fructose-bisphosphate aldolase. P9WQA3. purified M. tuberculosis FBA, fluorescence read-out. inhibition, % at 1 µM. 2.3% of 360,000 active; in the data active means inhibition above about 27%;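 further: 0% = vehicle and 100% = reference inhibitor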
Target sequence (P9WQA3 whole entry, looked up): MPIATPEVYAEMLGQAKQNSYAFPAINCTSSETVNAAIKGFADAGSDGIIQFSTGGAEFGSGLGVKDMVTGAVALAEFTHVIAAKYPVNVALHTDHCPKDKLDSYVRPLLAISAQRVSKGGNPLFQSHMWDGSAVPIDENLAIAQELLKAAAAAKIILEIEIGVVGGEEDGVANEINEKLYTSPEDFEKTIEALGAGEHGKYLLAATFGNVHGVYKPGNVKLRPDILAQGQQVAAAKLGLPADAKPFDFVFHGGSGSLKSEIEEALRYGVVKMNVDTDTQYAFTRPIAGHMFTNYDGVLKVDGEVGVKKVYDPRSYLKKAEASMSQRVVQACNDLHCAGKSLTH
Mtb BioA inh: inhibitors of Mycobacterium tuberculosis BioA enzyme | purified M. tuberculosis BioA enzyme, plate reader | 0.096% of 360,000 active | AID 602481 | inhibition, % at 9.99 µM; in the data active means inhibition above about 40%; inconclusive means no clear call, values can overlap the other calls
FadD28 binding: blocks FadD28 binding to the bisubstrate probe. fluorescence polarization. inhibition, % at 12.5 µM. 0.22% of 360,000 active; in the data active means inhibition above about 8.5%, passing the limit was not always enough; inconclusive means no clear call, values can overlap the other calls
GDH-TPI inh: GDH-TPI coupled enzyme inhibition counter-screen; 1.2% of 360,000 active; inhibition, % at 4.8 µM; GDH-TPI coupled enzyme counterscreen, NADH absorbance;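 further: 0% = DMSO wells and 100% = wells lacking the enzyme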
BoNT-F LC inh: inhibitors of Botulinum neurotoxin F light chain protease. 0.22% of 360,000 active. Multiplex microsphere protease cleavage assay, flow cytometry. inhibition, % at 10 µM; in the data active means inhibition above about 35%, passing the limit was not always enough; inconclusive means no clear call, values can overlap the other calls; further: plate controls were buffer without enzyme for full effect and enzyme alone for no effect
CCHF vOTU inh: CCHFV vOTU protease inhibition. 0.55% of 370,000 active. AID 651958. Pep-AMC fluorescence. inhibition, % at 11.5 µM; further: 0% = vehicle wells with enzyme and 100% = no enzyme wells
BoNT-A LC inh2: BoNT A light chain protease inhibition | inhibition, % at 10 µM | multiplex microsphere protease substrate cleavage, flow cytometry | 0.17% of 360,000 active; in the data active means inhibition above about 30%; inconclusive means no clear call, values can overlap the other calls; further: plate controls were buffer without enzyme for full effect and enzyme alone for no effect
* = called active by the depositor; u = inconclusive; x = no result given; & = joins results of further samples. Unless noted, no stated cut-off is given here; in the data, active means inhibition above about 30%; inactive means the rest.

The first 3 entries, ahead of the listing:
SMILES	UGM FP inh	PrPC TRFRET	FBA Mtb inh	Mtb BioA inh	FadD28 binding	GDH-TPI inh	BoNT-F LC inh	CCHF vOTU inh	BoNT-A LC inh2
Clc1cccc(Cl)c1C1N2CCCN12 (configuration not stated)	-0.8	6.6	-0.1	-0.6	-1.9	-3.0	-8.5	12.7	0.0
CCOC(=O)C(C)Oc1ccc(C2NC(=O)NC(C)=C2C(=O)Nc2ccccc2C)cc1 (configuration not stated)	x	-7.3	1.2	0.4	-1.8	5.7	-0.6	-20.2	-0.8
COc1cc(CNn2nnnc2N)ccc1OCC(=O)NC(C)(C)C	-2.0	-0.3	-4.9	4.4	-2.8	-4.4	-0.7	2.4	0.7

The listing, from the start:
SMILES	UGM FP inh	PrPC TRFRET	FBA Mtb inh	Mtb BioA inh	FadD28 binding	GDH-TPI inh	BoNT-F LC inh	CCHF vOTU inh	BoNT-A LC inh2
Clc1cccc(Cl)c1C1N2CCCN12 (configuration not stated)	-0.8	6.6	-0.1	-0.6	-1.9	-3.0	-8.5	12.7	0.0
CCOC(=O)C(C)Oc1ccc(C2NC(=O)NC(C)=C2C(=O)Nc2ccccc2C)cc1 (configuration not stated)	x	-7.3	1.2	0.4	-1.8	5.7	-0.6	-20.2	-0.8
COc1cc(CNn2nnnc2N)ccc1OCC(=O)NC(C)(C)C	-2.0	-0.3	-4.9	4.4	-2.8	-4.4	-0.7	2.4	0.7
Cc1ccc(OCC(=O)N/N=C\c2cn(Cc3ccccc3)c3ccccc23)cc1C	-1.3	8.4	-1.9	-0.7	-1.2	-1.1	-6.0	-5.4	-1.2
CCn1cnc2c1c(=O)n(Cc1cccc(Br)c1)c(=O)n2Cc1ccccc1	-0.2	10.0	-0.2	-2.2	-0.2	0.4	1.5	8.1	-0.2
CC(=O)O[C@@H]1CC[C@]2(C)C3CC[C@]4(C)C(=O)[C@H](O)CC4C3[C@@H](OC(C)=O)C[C@H]2C1 (some centres not stated)	0.0	-3.9	-3.0	-2.6	-4.7	3.5	5.7	5.5	0.1
CCOC(=O)/C(C#N)=C1\Nc2ccccc2N=C1N(CC(C)C)CC(C)C	-0.3	-4.8	2.7	-6.1	0.8	6.6	30.0	-11.7	37.5*
COc1ccc(C(CC(=O)c2ccc(C)cc2)Sc2ccccc2N)cc1 (configuration not stated)	x	7.6	0.0	0.0	-1.6	8.2	-2.5	0.2	0.1
Cc1ccc2c(CC(=O)O)coc2c1C	5.0	-9.3	0.0	-3.7	-0.2	2.9	-12.0	13.7	-0.3
CCn1cc(S(=O)(=O)NCCc2ccc(OC)c(OC)c2)cn1	-1.2	-0.2	-1.0	0.3	0.4	4.1	1.7	15.1	1.0
Cc1cc(C)c2c(NC(N)=S)n[nH]c2n1	-1.3	-11.3	2.4	2.3	-1.3	-4.3	0.2	2.6	-0.7
Cc1noc(C)c1C(=O)NNc1ccc(C(C)C)cc1	4.8	-3.4	0.1	1.0	-2.2	4.8	x	3.3	x
CC(C)C[C@H]1CN(CCCC[C@H]2CNC(=O)C(=O)N2CCc2ccc(O)cc2)C(=O)C(=O)N1CCc1ccc(O)cc1	x	4.7	x	x	x	x	8.3	1.6	0.7
COc1ccc(NS(=O)(=O)c2ccc3oc(SC)nc3c2)cc1	0.4	10.9	-4.6	0.7	-5.2	6.2	-6.3	3.8	-3.1
Cc1[nH]n(-c2ccccc2)c(=O)c1N=Nc1ccc(C(N)=O)cc1	-0.5	-7.5	-3.6	0.4	-4.0	-5.7	-11.6	-7.1	0.1
O=C(CCN1C(=O)[C@H]2CC=CC[C@H]2C1=O)NCc1nc(-c2ccc(Cl)cc2)no1	0.0	3.6	-2.3	0.8	-0.8	4.3	10.0	-11.6	3.9
CCCCN(CC)CCNC(=O)c1cc2c(=O)n(CC)c3ccccc3c2s1	-1.7	-27.8	40.4*	0.7	-0.5	18.0	-17.6	-56.0	-1.1
COCc1nc2c([nH]1)c(=O)n(C)c(=O)n2CC(C)C	4.7	1.0	-0.4	-0.4	-0.4	10.9	2.6	1.2	-0.2
Cc1cc(NC(=O)CN2CCC(C)CC2)no1	1.3	-6.3	2.0	x	-0.3	1.3	1.3	3.7	-0.4
Cc1csc(=O)n1CCC(=O)OCC(=O)Nc1ccc(S(N)(=O)=O)cc1	1.5	-5.1	0.9	0.0	-1.2	0.0	-3.9	9.5	-1.3
CN1CCN(C(=O)CN(Cc2ccc(Cl)cc2)S(C)(=O)=O)CC1	-0.6	-5.9	2.0	-1.1	-0.4	0.0	-3.4	6.7	-0.1
COc1ccccc1CNC(=O)CSC1=NCCS1	-1.8	8.2	-0.5	2.6	-1.6	1.9	-2.6	-3.1	-0.6
Cc1ccc(OCC(O)CNC2CCCC2)cc1C (configuration not stated)	1.2	6.2	1.1	0.4	-1.5	0.0	-38.5	-1.5	-5.5
CC(C)NC[C@H](O)c1ccc(O)c(O)c1	-2.3	0.1	6.0	-1.3	-0.8	0.5	-7.2	1.9	-1.4
Cc1ccccc1Cn1c(C)c(C(=O)NCC(C)C)sc1=O	x	2.9	-0.5	0.8	-1.5	-0.9	4.4	-4.6	0.0
New compounds follow.
SMILES	UGM FP inh	PrPC TRFRET	FBA Mtb inh	Mtb BioA inh	FadD28 binding	GDH-TPI inh	BoNT-F LC inh	CCHF vOTU inh	BoNT-A LC inh2
CC1(C)NC(=O)N(c2ccc([N+](=O)[O-])c(C(F)(F)F)c2)C1=O	-1.1	-5.9	0.1	-0.2	1.3	3.6	12.6	-0.4	-0.3
CC(C)(C)OC(=O)N(CCc1ccccc1)Cc1ccccc1OCc1ccc(NC(=O)C2CCC2)cc1	x	-1.9	0.5	-1.4	-1.1	4.7	-8.8	14.2	-0.4
CCCOC(=O)c1ccc(Oc2c(-c3ccc(O)cc3O)n[nH]c2C)cc1	-3.2	-4.0	2.4	0.9	-0.8	0.3	-4.6	3.3	0.4
Cc1ccc(CN(C)C(=O)c2ccc3c(c2)NC(=O)CS3)o1	-0.1	3.4	0.1	-0.2	0.4	10.1	-2.7	-3.0	0.2
CC(=O)c1ccc(-n2c(CCC(=O)O)ccc2-c2cccs2)cc1	-0.2	-0.7	3.1	9.2	0.8	15.9	-1.2	-9.4	1.4
CC(/C=C1\SC(=S)N(NC(=O)c2ccncc2)C1=O)=C\c1ccccc1	2.1	-7.9	-0.3	1.0	1.2	28.7	8.6	8.0	0.1
COCCN1C(=O)C(=O)/C(=C(/O)c2cccc(OC)c2)C1c1ccc(C)o1 (configuration not stated)	1.8	-0.2	-3.1	-0.3	-1.3	12.8	-11.5	11.9	-1.3
CCN(CC)S(=O)(=O)c1ccc(/C=C/C(=O)OCC(=O)NCc2ccco2)cc1	0.9	-6.6	-1.6	-0.1	-2.8	-4.6	-7.7	7.1	0.0
Cc1ccc(C(=O)N2CCN(c3ccc(NC(=O)c4cccs4)cc3)CC2)cc1	1.1	6.8	4.2	2.8	-2.3	9.1	-1.2	-2.3	-4.6
COc1ccc(C2=CC(=O)C[C@H](CN3C(=O)c4ccccc4C3=O)N(C(=O)OC(C)(C)C)O2)cc1	x	-0.3	1.1	-1.2	-1.7	14.6	-1.0	27.0	0.3
CC(=O)c1nnn(-c2ccc(Cl)cc2C#N)c1C	1.5	-1.4	-0.2	x	-1.6	-5.7	x	15.0	u
Cc1nc(SCC(=O)N2CCCC2=O)c2c(C)c(C)sc2n1	x	13.4	1.6	0.8	1.0	11.6	-7.1	-3.6	-0.5
COc1ccc(S(=O)(=O)Nc2cccc(S(=O)(=O)NC3=NCCC3)c2)cc1[N+](=O)[O-]	3.9	-3.9	1.4	x	0.4	4.9	10.6	5.5	-0.8
CC(C)C(NC(=O)c1ccc2c(c1)OCO2)C(=O)N/N=C\c1ccco1 (configuration not stated)	-2.0	-4.5	-1.8	-1.3	1.0	-1.4	-1.8	-4.9	-0.9
C[C@@H]1CN([C@H](C)CO)C(=O)CCCn2nncc2CO[C@@H]1CN(C)S(C)(=O)=O	x	4.7	1.6	0.7&-1.9	-0.6	11.3	-6.0	14.7	0.0
COc1nc(N2CCOCC2)nc(C)c1[N+](=O)[O-]	0.6	3.5	1.9	x	-1.0	4.5	-1.1	-9.3	-0.7
CCN(CC)C(=O)CN(c1cc(Cl)ccc1OC)S(C)(=O)=O	-1.6	-1.5	0.2	-0.6	1.1	7.5	3.1	-13.7	-0.7
COc1ccccc1N1CCN(C2=CC(=O)CCC2)CC1	1.0	0.7	-0.5	-0.4	-2.4	-3.3	-7.1	3.2	-0.6
CCOC(=O)c1nc(C)n(-c2cc(Cl)ccc2Cl)n1	6.3	0.8	0.5	-1.2	-2.4	2.4	2.1	-4.0	1.0
CCN1CCN(C(=O)COc2cc(=O)n(CC)c3ccccc23)CC1	0.2	-2.7	0.4	-2.9	0.3	5.9	-3.0	-9.6	-1.2
CC(=O)Nc1ccc(/C(C)=N/NC(=O)C2CC2c2ccccc2)cc1 (configuration not stated)	-1.5	-5.3	-7.5	0.8	-2.3	-3.3	10.1	-11.1	0.8
CC(C)CN(C(=O)COC(=O)CCC(=O)c1ccc(F)cc1)c1c(N)n(Cc2ccccc2)c(=O)[nH]c1=O	0.2	-3.2	6.3	0.4	-1.7	3.5	1.6	23.5	2.8
O=C(NNc1cccc(Cl)n1)c1c(F)cccc1F	-2.5	-4.5	2.1	x	-1.5	3.1	-3.1	4.8	-0.7
CCCCSc1nnc([C@H](C)NC(=O)OC(C)(C)C)o1	3.7	16.0	1.8	x	-1.7	13.1	-6.9	-10.7	-0.3
CCOP(=O)(OCC)/C(C#N)=C/c1cc(OC)ccc1OC	0.6	4.5	6.8	-0.3	-0.7	3.9	8.2	-10.2	2.6
(more compounds)
SMILES	UGM FP inh	PrPC TRFRET	FBA Mtb inh	Mtb BioA inh	FadD28 binding	GDH-TPI inh	BoNT-F LC inh	CCHF vOTU inh	BoNT-A LC inh2
CC(C)Nc1ncnc2ccc(Br)cc12	1.8	25.1*	-3.6	x	-3.9	3.8	-1.9	3.8	0.4
CCCS(=O)(=O)NC(=O)C1(C)CCCN(C(=O)c2cccc3ccccc23)C1 (configuration not stated)	x	-5.8	-1.3	0.7	-2.6	1.8	-3.2	-4.3	0.0
Cc1nc2ccc(C(=O)N3CCCC(CO)(Cc4ccc(F)cc4F)C3)cc2nc1C (configuration not stated)	3.4	-2.1	0.5	-2.0	-1.9	9.2	-2.8	12.8	-0.4
COc1cc(C(=O)NNC(=O)c2n[nH]c3ccccc23)cc(OC)c1OC	0.6	8.3	8.2	-3.1	-1.8	3.9	0.4	1.2	-1.0
Cc1ccc(S(=O)(=O)NC(=NC(C)C(=O)O)c2ccccc2)cc1 (configuration not stated)	-1.1	0.9	-0.2	0.3	-4.4	1.3	-2.0	6.9	0.3
CC(C)CN(C(=O)CN(C)C(=O)Cc1ccc(Cl)cc1)c1c(N)n(CC(C)C)c(=O)[nH]c1=O	3.2	-1.9	-0.3	-0.5	-3.2	-10.2	-10.4	2.2	-3.8
Cc1ccc(S(=O)(=O)N2CC3(O)CN(C(=O)OC(C)C)N(C(=O)OC(C)C)CC3(OC(=O)NCC3CCCCC3)C2)cc1 (configuration not stated)	x	-11.2	1.4	-0.9	-3.3	0.9	-4.8	23.9	-0.4
O=C(COC(=O)CC1CC2CCC1C2)Nc1ccc(F)cc1 (configuration not stated)	3.1	6.3	-3.0	x	-2.8	7.8	-3.5	5.4	-0.2
CNC(=O)NC(=O)C(c1ccccc1)N(C)CC1COc2ccccc2O1 (configuration not stated)	-2.2	-0.4	-0.1	x	-3.0	-2.2	-29.3	3.9	-4.9
CCCCCC1=CCC/C1=N\NC(=O)c1ccc2c(c1)OCO2	0.5	11.0	-2.0	x	-4.5	-1.3	-3.5	9.3	-0.5
O=C(CCn1ccc2cc(S(=O)(=O)N3CCCC3)ccc21)NCc1cccc(F)c1	-0.5	2.9	5.0	1.5	-3.7	2.3	-3.4	3.7	0.2
O=C(COC(=O)/C=C/c1ccc(Cl)c(Cl)c1)NC1CC1	-1.6	-9.2	-0.2	-1.8	-1.3	3.2	u	-2.4	-2.3
O=C(Cc1cccs1)N1CCN(S(=O)(=O)c2cccc([N+](=O)[O-])c2)CC1	0.7	2.6	-5.2	-2.2	-3.7	-4.3	4.9	6.1	0.4
CSCCCNC(=S)N1CCN(S(=O)(=O)c2cccc(C(F)(F)F)c2)CC1	-4.3	-1.6	2.2	-0.8	-4.0	-9.6	2.4	15.6	0.1
COc1ccc(N(CC(=O)NC2CCCCC2C)S(=O)(=O)c2c(C)nn(C)c2C)cc1 (configuration not stated)	-0.7	3.1	0.0	0.0	0.3	-4.8	-2.0	-5.2	-0.2
